Assay outcomes (PubChem BioAssay)
GLS inh – glutaminase GLS (human) inhibition. Potency, µM (highest dose often 45.5 µM), without a hit: top-dose activity change, negative = inhibition, hits mostly inhibitors. O94925. hit rate 0.21% among 410,000. GLS enzymatic activity, qHTS titration
Target sequence (O94925 whole entry, looked up): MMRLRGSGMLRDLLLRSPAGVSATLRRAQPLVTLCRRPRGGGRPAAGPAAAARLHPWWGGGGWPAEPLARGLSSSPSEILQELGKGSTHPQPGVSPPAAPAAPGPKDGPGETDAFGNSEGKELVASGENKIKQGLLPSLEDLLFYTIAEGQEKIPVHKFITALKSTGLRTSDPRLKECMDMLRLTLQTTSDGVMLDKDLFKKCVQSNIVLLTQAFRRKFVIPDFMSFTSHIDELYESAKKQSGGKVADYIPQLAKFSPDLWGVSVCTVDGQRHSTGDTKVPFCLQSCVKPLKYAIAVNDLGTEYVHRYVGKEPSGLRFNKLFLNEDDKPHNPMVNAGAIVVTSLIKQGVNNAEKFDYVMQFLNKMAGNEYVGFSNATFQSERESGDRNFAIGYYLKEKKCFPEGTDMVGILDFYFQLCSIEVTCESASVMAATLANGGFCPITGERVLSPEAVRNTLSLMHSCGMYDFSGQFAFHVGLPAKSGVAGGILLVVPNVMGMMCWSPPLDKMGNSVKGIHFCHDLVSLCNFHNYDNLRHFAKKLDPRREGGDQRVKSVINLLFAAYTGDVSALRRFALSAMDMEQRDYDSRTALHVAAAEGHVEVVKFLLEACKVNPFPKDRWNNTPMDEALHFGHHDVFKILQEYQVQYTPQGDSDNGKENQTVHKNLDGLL
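Human kidney-isoform GLS in 45 mM KH2PO4 pH 8.2, 0.02% Tween-20, with compound, started with 1mM L-Glutamine (added stock). Glutamate oxidase/HRP/Amplex red coupled fluorescence read at start and after 30 min at RT.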
PGK inhibitor – T. brucei PGK inhibition | PGK/GAPDH coupled, Kinase-Glo luminescence, 60 min | AID 602233 | Potency, µM (titrated, usually from 57.5 µM), without a hit: at the highest dose activity change, negative = inhibition, actives largely listed as inhibitors | P07378 | hit rate 0.043% among 380,000; further: nearly all actives have a fitted effect of over 60% in size
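Luminescent ATP detection (Kinase-Glo Plus) follows a 60-minute room-temperature incubation, with wells lacking PGK as controls. Buffer: 100 mM TEA (pH 7.6), 5 mM MgCl2, 0.01% Tween-20. Coupling enzyme GAPDH (100 nM final) supplies unstable 1,3-BPG in-well.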
Numbers without * were called inactive; i = inactive; ? = inconclusive. The call rests on the fitted dose curve; in most records, active means well fitted curve in the direction sought with a large enough effect; inconclusive means small, poorly fitted or top-dose-only effect, or another doubt; inactive means no such curve, though single readings can be large; an effect the other way counts as inactive or inconclusive. On the % scale 0 is the no-effect control and ±100 the full control effect; potency means the concentration at half of the fitted maximal effect.

SMILES	GLS inh	PGK inhibitor
C[C@H](CO)N1C[C@H](C)[C@@H](CN(C)Cc2ccc3c(c2)OCCO3)OCc2cnnn2CCCC1=O	-1%	0%
CCN(CC)C(=O)C1=C(C)N(CCCOC)C(=O)C(CC(=O)NC2CCCCC2)C1 (configuration not stated)	-2%	i
Nn1c(SCC(=O)NC2CCCCCC2)nnc1-c1ccco1	-9%	-3%
COc1ccc(NC(=O)COc2ccccc2C(N)=O)cc1S(=O)(=O)N1CCCCC1	-1%	-4%
Cc1ccc(C(=O)NC(=S)c2c(C)cc3ccccn23)cc1	5%	-8%
COc1cc2c(cc1OC)C(=O)C(Br)CC2 (configuration not stated)	?	?
CCCNC(=O)C[C@H]1C[C@H]2c3cc(NC(=O)Nc4ccc(F)cc4)ccc3O[C@H]2[C@@H](CO)O1	-1%	4%
COc1ncnc2c1ncn2CCCNCc1ccc(C)o1	1%	5%
COCC(C)n1c(SCC(=O)Nc2cccnc2Cl)nc2ccccc2c1=O (configuration not stated)	4%	-8%
Cc1ccc(-n2c(SCC(=O)NC3CCS(=O)(=O)C3)nc3ccccc3c2=O)c(C)c1 (configuration not stated)	-10%	-8%
Cc1c(C(=O)NNC(=O)c2csc(N3CCOCC3)n2)oc2ccc(Br)cc12	5%	-8%
COc1ccc(-c2ccc3[nH]c4c(c3c2)CCN2C[C@@H]([C@H](C)O)[C@@H](N(C)C(=O)Nc3cc(Cl)cc(Cl)c3)C[C@@H]42)cc1	1%	-3%
O=C(NC(=S)Nc1cc(Cl)ccc1Cl)c1ccco1	-6%	-9%
COc1ccc(S(=O)(=O)N2CCOCC2)cc1NC(=O)c1ccc(SC)cc1OC	-5%	-9%
OCCCN1CNC(=S)NC1	2%	-6%
C[C@H](CO)N1C[C@H](C)[C@H](CN(C)C(=O)c2ccc(N3CCN(C)CC3)cc2)OCc2cnnn2CCCC1=O	1%	7%
CCCCn1c(N)c(N(CC(C)C)C(=O)CC(NC(=O)c2ccccc2Cl)c2ccccc2)c(=O)[nH]c1=O (configuration not stated)	1%	3%
COc1ncnc2c1ncn2CCCNCCN1CCOCC1	-4%	11%
CN(C)C1CCCCC=CC(=O)NC1 (configuration not stated)	15%	-3%
C[C@@H]1CCCCO[C@@H](CN(C)C(=O)Nc2ccccc2)[C@@H](C)CN([C@H](C)CO)C(=O)c2cc(N(C)C)ccc2O1	10%	-10%
COc1ccc2cc(C3=CC(=O)CC(C)(C)C3=O)ccc2c1	-2%	i
CN(C)C(=O)c1cccc(COc2ccc(N3C(N)=NC(N)=NC3(C)C)cc2Cl)c1	4%	-3%
Cc1cccc(OC(=O)Nc2ccc(C(=O)O)c(O)c2)c1	10%	-8%
CC1CN(S(=O)(=O)c2cccc(C(=O)Nc3ccc(N4CCCCC4)cc3)c2)CC(C)O1 (configuration not stated)	0%	8%
O=C(CSc1ccc(Cl)cc1)NC1CC1	-11%	-7%
C[C@H](CO)N1C[C@H](C)[C@H](CN(C)C(=O)Cc2ccncc2)Oc2ncc(Br)cc2C1=O	-2%	-6%
CCOc1ccccc1-n1nnnc1SCC(=O)N(C)C1CCS(=O)(=O)C1 (configuration not stated)	-3%	i
CCCCCCN1C[C@@H](n2cc(-c3ccc(F)cc3)nn2)[C@H](O)C[C@@H]1c1ccc(Cl)cc1	-4%	-8%
Cc1ccccc1C(=O)NC1CC2CCCC(C1)N2CC(C)C (configuration not stated)	1%	i
CSc1ncnc2c1ncn2CCCN1CCN(c2ncccn2)CC1	-4%	-3%
C[C@H](O)[C@@H]1CN2CCc3c([nH]c4ccccc34)[C@@H]2C[C@@H]1N(C)Cc1cc(Cl)cc(Cl)c1	7%	-2%
CCC(C)[C@H](N)C(=O)N[C@H]1CCC2C3CC=C4C[C@@H](O)CC[C@]4(C)C3CC[C@@]21C (some centres not stated)	2%	-8%
CCCN1CCN(C(=O)c2ccc(CS(=O)c3ccc(Br)cc3)o2)CC1 (configuration not stated)	-3%	-10%
Cc1ccc(/C(O)=C2\C(=O)C(=O)N(C)C2c2ccccc2)cc1 (configuration not stated)	5%	-8%
CCOC(=O)C(=O)NCC1CCCN1S(=O)(=O)c1cccs1 (configuration not stated)	-1%	-5%
COC(=O)c1cccc(NC(=O)/C(=C\c2ccco2)NC(=O)c2ccco2)c1	-9%	-1%
C[C@@H]1CN([C@@H](C)CO)S(=O)(=O)c2ccc(-c3ccc(C#N)cc3)cc2O[C@@H]1CN(C)Cc1ccccn1	1%	-6%
CCCCCC(=O)N1C[C@@H](O)[C@H](n2cc(-c3ccc(F)cc3)nn2)C[C@@H]1c1ccc(Cl)cc1	1%	-7%
O=NN(CCCl)C(=O)NCCc1cccc[n+]1[O-]	-7%	-5%
COC(=O)[C@@H](NS(=O)(=O)c1cc(Br)ccc1Br)C(C)C	0%	2%
CCCCN1C(=O)C(CC(=O)NCCN2CCOCC2)CC(C(=O)N(CC)CC)=C1C (configuration not stated)	-4%	0%
COc1cccc(-c2ccc(NC(=O)C3CCCN(Cc4cccc(C)n4)C3)cc2)c1 (configuration not stated)	0%	3%
CN(c1ccc(C(=O)NCC2CCCO2)cc1)S(=O)(=O)c1ccc(Cl)cc1 (configuration not stated)	0%	-5%
Nc1ccc2c3c(ccc([N+](=O)[O-])c13)CC2	9%	-7%
COc1ccc(S(=O)(=O)N(C)C[C@@H]2OCCCC[C@H](C)Oc3ccc(NC(=O)Nc4ccc(C(F)(F)F)cc4)cc3C(=O)N([C@H](C)CO)C[C@H]2C)cc1	-4%	i
Cc1ccc([C@H]2C[C@@H](O)[C@H](n3cc(-c4ccc(F)cc4)nn3)CN2C(=O)c2cccs2)cc1	-6%	0%
Cc1cc2c(cc1C)C(=O)CCC2	-1%	i
COc1ccccc1S(=O)(=O)N(C)C[C@@H]1Oc2ncc(-c3ccc(C)cc3)cc2C(=O)N([C@H](C)CO)C[C@@H]1C	5%	6%
C#CCN(C[C@H]1[C@H](OC(=O)NCc2ccco2)[C@H](OC(=O)NCc2ccco2)C[C@H]2C(=O)N(c3ccccc3)C(=O)[C@@H]12)S(=O)(=O)c1ccc(C)cc1	-4%	-3%
O=[N+]([O-])c1ccc(CN2CC(N3CCC(Cc4ccccc4)CC3)CS2(=O)=O)cc1 (configuration not stated)	0%	-5%
Cc1noc(C)c1NC(=O)Nc1ccc2c(c1)C(=O)N([C@H](C)CO)C[C@@H](C)[C@@H](CN(C)S(=O)(=O)c1cn(C)cn1)OCCCC[C@H](C)O2	0%	-3%
CCc1nc(NCc2cccs2)c2nnn(Cc3ccccc3)c2n1	-9%	-6%
O=C(O)c1ccc(Cl)cc1NC(=O)C1CCN(S(=O)(=O)c2cccs2)CC1	12%	-9%
COCOCCn1cc(CN2CCS(=O)(=O)N(Cc3ccc(-c4ccc(OC)c(OC)c4)cc3)C(CC(C)C)C2=O)nn1 (configuration not stated)	10%	-8%
COc1ccc(C(C)=O)cc1OCc1ccccc1	0%	-6%
O=[N+]([O-])c1ccc(CN2CC(N3CCN(CCO)CC3)CS2(=O)=O)cc1 (configuration not stated)	-7%	i
O=C1OCCC1=COCCOC=C1CCOC1=O	1%	0%
COc1cccc(/C=C/C(=O)OCC(=O)c2ccc[nH]2)c1	-9%	-10%
COc1ccccc1N(C)S(=O)(=O)c1ccc(C(=O)N(C)Cc2cccc(F)c2)cc1	7%	-5%
CCOCCCNC(=O)Cn1nc(-c2ccc(OC)c(OC)c2)ccc1=O	-6%	i

An excerpt from above in order of count of non-hydrogen atoms, lowest first:
SMILES	GLS inh	PGK inhibitor
O=C1OCCC1=COCCOC=C1CCOC1=O	1%	0%
CCc1nc(NCc2cccs2)c2nnn(Cc3ccccc3)c2n1	-9%	-6%
CCOCCCNC(=O)Cn1nc(-c2ccc(OC)c(OC)c2)ccc1=O	-6%	i
O=[N+]([O-])c1ccc(CN2CC(N3CCC(Cc4ccccc4)CC3)CS2(=O)=O)cc1 (configuration not stated)	0%	-5%
Cc1noc(C)c1NC(=O)Nc1ccc2c(c1)C(=O)N([C@H](C)CO)C[C@@H](C)[C@@H](CN(C)S(=O)(=O)c1cn(C)cn1)OCCCC[C@H](C)O2	0%	-3%
C#CCN(C[C@H]1[C@H](OC(=O)NCc2ccco2)[C@H](OC(=O)NCc2ccco2)C[C@H]2C(=O)N(c3ccccc3)C(=O)[C@@H]12)S(=O)(=O)c1ccc(C)cc1	-4%	-3%

Another view of part of the listing above:
Structure | GLS inh | PGK inhibitor
O=C(O)c1ccc(Cl)cc1NC(=O)C1CCN(S(=O)(=O)c2cccs2)CC1 | 12% | -9%
Nc1ccc2c3c(ccc([N+](=O)[O-])c13)CC2 | 9% | -7%
O=[N+]([O-])c1ccc(CN2CC(N3CCC(Cc4ccccc4)CC3)CS2(=O)=O)cc1 (configuration not stated) | 0% | -5%

Next entries.
SMILES	GLS inh	PGK inhibitor
COc1ccccc1N1CCN(C(=O)CCCCCn2c(=S)[nH]c3cc4c(cc3c2=O)OCO4)CC1	-8%	i
Cc1c(NC(=O)c2cccc(NC(=O)Cc3ccccc3Cl)c2)c(=O)n(-c2ccccc2)n1C	2%	-13%
CCN(CC)C(=O)C1=C(C)N(Cc2ccccc2)C(=O)C(CC(=O)NCCN2CCOCC2)C1 (configuration not stated)	-3%	i
CC(C)CC1C(=O)N(Cc2cn(Cc3ccco3)nn2)CCS(=O)(=O)N1Cc1ccc(-c2ccc(Cl)c(Cl)c2)cc1 (configuration not stated)	0%	-8%
C[C@H](CO)N1C[C@H](C)[C@H](CN(C)C(=O)c2cc(-c3ccccc3)on2)OCc2cnnn2CCCC1=O	2%	-8%
CC(C)c1cc(C(=O)NC2CCCCCC2)c2ccccc2n1	8%	2%
CCCCCC(=O)N1C[C@@H](O)[C@H](n2cc(C3CC3)nn2)C[C@@H]1c1ccc(Cl)cc1	-1%	-10%
O=C(COc1ccc(Br)cc1)N(Cc1nnc(-c2ccccc2Cl)o1)C1CC1	-1%	-4%
Cc1ccc(C(=O)NCC(=O)OCc2nnc(-c3ccc([N+](=O)[O-])cc3)o2)cc1	-3%	-5%
COC(=O)NC1CC2C=CC1C1C=CC21 (configuration not stated)	1%	-9%
CC(C)C1C(=O)N(Cc2cn(CCC3OCCCO3)nn2)CCS(=O)(=O)N1Cc1ccc(-c2cccc(CO)c2)cc1 (configuration not stated)	-6%	-5%
COc1ccc(C#Cc2cnc3c(c2)C(=O)N([C@H](C)CO)C[C@@H](C)[C@H](CN(C)C(=O)CN(C)C)O3)cc1	3%	-3%
O=c1c(N=Nc2ccccc2)c[nH]n1-c1ccccc1	1%	-2%
C[C@@H]1CN([C@@H](C)CO)C(=O)c2cc(Br)cnc2O[C@H]1CN(C)C(=O)CN1CCOCC1	1%	-6%
O=C(COC(=O)CCNS(=O)(=O)c1ccc(Cl)cc1)NCc1ccccc1	1%	-10%
C[C@@H]1CCCCO[C@H](CN(C)Cc2ccc(Cl)c(Cl)c2)[C@@H](C)CN([C@H](C)CO)C(=O)c2cc(N(C)C)ccc2O1	14%	-7%
O=C1CCN(C(=O)c2ccccc2)c2ccccc21	2%	i
CCCC1NC(=O)c2cccnc2-n2c1nc1ccccc1c2=O (configuration not stated)	-6%	-8%
COc1ccc(Cc2nc3ccc(C(=O)N4CCC(C(N)=O)CC4)cc3o2)cc1	-2%	-1%
CC1C2CCC(C2)C1OC(=O)c1ccccc1C(=O)O (configuration not stated)	-1%	-1%
COc1ccccc1C(=O)N/C(=C\c1cn(S(=O)(=O)N(C)C)c2ccccc12)C(=O)N1CCN(C)CC1	-4%	0%
COc1ccc(-c2noc(CCC(=O)NC3CCCCCC3)n2)cc1OC	10%	7%
COc1ccccc1CN1CC(C(=O)NCC2(O)CCCCC2)CCC1=O (configuration not stated)	-1%	-7%
Cc1cccc(CNC(=O)C2CCC(=O)N(CC3CCCCC3)C2)c1 (configuration not stated)	-12%	-3%
CC1=C(C(=O)N2CCOCC2)CC(CC(=O)NCC2CCCCC2)C(=O)N1Cc1ccccc1 (configuration not stated)	-11%	-4%
C[C@@H]1CN([C@@H](C)CO)S(=O)(=O)c2ccc(Br)cc2O[C@H]1CN(C)Cc1ccc(-c2ccccc2)cc1	1%	i
S=C(NNC(=S)Nc1ccc(Cl)cc1)NNc1ccccc1	-12%	-3%
CS(=O)(=O)N1CCC(C(=O)Nc2ccc(Cl)cc2Cl)CC1	-1%	-9%
CCCCCCN1C[C@@H](n2cc(COC(=O)c3ccccc3)nn2)[C@H](O)C[C@@H]1c1ccc(C)cc1	2%	-9%
COc1cc(-c2c(NC(=O)c3ccco3)oc3ccc(Cl)cc3c2=O)cc(OC)c1OC	-1%	-5%
[O-][N+](=Cc1ccccc1)CC1(O)CCCCC1	6%	-9%
CCOC(=O)C(=NO)C1=CSC2=NNC(C)(C)N12	3%	i
COc1ccc(NC(=O)N(C)C[C@H]2Oc3ncc(Br)cc3C(=O)N([C@H](C)CO)C[C@@H]2C)cc1	8%	-5%
c1ccc(CN2CCC3CC2c2cc(N4CCCCC4)ccc23)cc1 (configuration not stated)	17%	0%
Cc1ccc(C)c2c1CCC(=Cc1ccccc1[N+](=O)[O-])C2=O	-5%	0%

Not all compounds are listed; the hit share may differ from the screen's.
